Source: PubChem BioAssay (several laboratories)
Ecoli tolC – growth inhibitors of E. coli tolC mutant, primary screen, strain BW25113 ΔtolC::kan, 384-well. OD615. growth inhibition, % at 10 µM (by protocol). AID 573, 2007. 65,000 compounds, 2.2% hits;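 active = growth inhibition at or above a cutoff equal to the mean over every tested compound plus 3 SD, cut at about 60% in these data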;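 note: growth measured after 20 h incubation at 37 °C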
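Material: E. coli BW25113 ΔtolC::kan, tolC deletion mutant strain. Measure: percent growth inhibition. Schedule: 37 °C, 20 h exposure. Doses: single-point testing at 10 µM. Signal: A615 absorbance measurement. Buffer or medium: kanamycin-containing LB broth (50 µg/mL).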
M1 antag – antagonists of rat M1 muscarinic receptor; CHO-M1 cells, Fluo-4 calcium, ACh EC80 antagonist mode; hits give low values; B-score at 10 µM; 64,000 compounds, 3.4% hits; AID 628, 2007;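 active = calcium fluorescence response, raw or row-and-column corrected B-score, differing from the plate sample mean either way at a set confidence level, mostly lower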
Target sequence (P08482 whole entry, looked up): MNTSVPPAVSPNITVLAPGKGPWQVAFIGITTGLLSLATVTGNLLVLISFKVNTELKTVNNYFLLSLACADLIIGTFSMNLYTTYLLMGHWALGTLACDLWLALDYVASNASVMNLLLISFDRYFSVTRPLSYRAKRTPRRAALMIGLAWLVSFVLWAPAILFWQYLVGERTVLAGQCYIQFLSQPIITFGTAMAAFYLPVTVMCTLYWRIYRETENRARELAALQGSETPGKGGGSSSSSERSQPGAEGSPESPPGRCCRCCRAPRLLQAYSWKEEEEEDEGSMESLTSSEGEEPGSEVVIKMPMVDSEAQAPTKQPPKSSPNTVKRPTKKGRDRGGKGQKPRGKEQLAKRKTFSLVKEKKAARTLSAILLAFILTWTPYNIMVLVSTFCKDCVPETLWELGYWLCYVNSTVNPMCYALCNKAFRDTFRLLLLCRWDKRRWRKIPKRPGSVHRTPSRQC
HEK293 NFkB inh – inhibitors of PMA/ionomycin-induced NF-kB reporter, primary screen, antigen receptor NF-kB inhibitor project, cell-based, HEK-293 luciferase reporter, luminescence; 62,000 compounds, 0.21% hits; HEK-293 NF-kB luciferase reporter; inhibition, % at 3 µM; AID 465, 2006;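 active = inhibition above the mean of all tested compounds plus 3 SD, cut at about 40% in these data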;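 note: 0% = stimulated DMSO wells and 100% = 10 µM reference inhibitor 5653914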
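System – HEK-293 cells with stable firefly luciferase reporter driven by four HIV NF-kB elements · Doses – one dose, 3 µM · Schedule – 1 h compound pre-incubation, 16 h PMA/ionomycin at 37 °C · Technique – luminescence from luciferase substrate reagent · Measure – percent inhibition normalized per plate to DMSO and reference-inhibitor controls · Replicates – tested once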
Jurkat viability – cytotoxicity toward Jurkat T cells, primary screen, cytotoxicity control, cell-based, Jurkat E6.1, 60K MLSMR library; Jurkat E6.1 viability, ATP luminescence, 48 h; AID 463, 2006; 56,000 compounds, 1.2% hits; inhibition, % at 4 µM;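 active = inhibition above the mean inhibition of all tested compounds plus 3 SD, cut at about 28% in these data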
NADH enzymes – inhibitors of PK/LDH coupling enzymes, profiling panel, artefact control, biochemical, MLSMR library | IC50, µM (titrated, usually from 10 µM), for the others: top-dose inhibition | coupled PK/LDH NADH assays, four targets | 65,000 compounds, 0.02% hits;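 active = single-dose screening hits from any of four coupled enzyme assays that gave an IC50 when retested across doses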;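 note: the DPM-DC format reads NADH fluorescence rather than 340 nm absorbance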
TNAP act DEA – human TNAP enzyme activators, primary screen, biochemical, luminescent, intermediate phosphate acceptor level; 64,000 tested, under 10 active; purified TNAP, CDP-star luminescence, 100 mM DEA, 30 min; hits give high values; scale: 0 levamisole-inhibited, 1 vehicle-only enzyme; Alkaline phosphatase, tissue-nonspecific isozyme (Homo sapiens), P05186; activation factor at 20 µM; AID 813, 2007;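 active = activation factor of at least 2 at 20 µM, relative to controls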
M1 ag – M1 muscarinic receptor agonists, primary screen, CHO-M1 cells, Fluo-4 calcium, agonist mode; 64,000 compounds, 3% hits; B-score at 10 µM; Fluo-4 calcium fluorescence; hits give high values; Muscarinic acetylcholine receptor M1;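 active = fluorescence rise, raw or as B-score row- and column-corrected plate score, outside the 99.7% band of its plate's samples, either direction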
D1 mod – D1 CRE-luciferase signal change, two-sided – cell-based, HEK293 D1, dopamine EC30, D1 allosteric modulator project, primary screen | B-score at 10 µM | AID 641, 2007 | 58,000 compounds, 5.9% hits | dopamine EC30 potentiation; actives deviate in either direction | D(1A) dopamine receptor (Homo sapiens), P21728;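 active = luminescence count or its row- and column-corrected plate score outside the 99.7% band of the plate's sample wells, on either side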
Target sequence (P21728 whole entry, looked up): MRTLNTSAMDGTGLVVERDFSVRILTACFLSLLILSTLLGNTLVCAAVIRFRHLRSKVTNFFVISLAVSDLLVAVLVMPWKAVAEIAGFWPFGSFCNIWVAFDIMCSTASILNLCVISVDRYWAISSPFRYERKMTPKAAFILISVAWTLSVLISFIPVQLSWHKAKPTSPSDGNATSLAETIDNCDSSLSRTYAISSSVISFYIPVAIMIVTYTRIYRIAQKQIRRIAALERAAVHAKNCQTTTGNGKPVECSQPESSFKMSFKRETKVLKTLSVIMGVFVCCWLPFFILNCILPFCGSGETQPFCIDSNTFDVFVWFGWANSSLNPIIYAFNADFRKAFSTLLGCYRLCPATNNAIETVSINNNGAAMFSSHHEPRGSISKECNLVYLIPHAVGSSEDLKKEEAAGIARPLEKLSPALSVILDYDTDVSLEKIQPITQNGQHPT
SF1 activator – activators of human SF-1, primary screen, cell-based, CHO-K1, Gal4-SF-1 LBD, luciferase luminescence; Steroidogenic factor 1 (Homo sapiens), Q13285; CHO-K1 Gal4-SF-1 LBD luciferase reporter; % increase over DMSO SF-1-specific signal; activation, % at 10 µM; 65,000 compounds, 1.9% hits;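 active = activation above the mean activation of all tested compounds plus 3 SD, cut at about 50% in these data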
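Assay system: CHO-K1 cells co-transfected with Gal4 DBD–human SF-1 LBD, 5xGal4 luciferase reporter / Input: 4,000 cells per well / Incubation: 20 h compound exposure at 37 °C after 1 h cell settling / Detection: SteadyLite luciferase luminescence / Control set: DMSO negative control and −SF1 background wells / Replication: one test per compound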
Active calls of the source: *; · = not tested or not shown; [ ] = dose if it differs, or a comment.

Order of results: Ecoli tolC, M1 antag, HEK293 NFkB inh, Jurkat viability, NADH enzymes, TNAP act DEA, M1 ag, D1 mod, SF1 activator
> O=C(OCC(CO)OC(CO)n1ccc(=O)[nH]c1=O)c1ccccc1 (configuration not stated)
 : -14, -0.88, 13, -5, 4%, 0.9, 1.3, -0.02, -19
> CN1CCN(c2ccccc2NC(=O)c2cc(Br)ccc2Cl)CC1
 : 5, 0.11, 12, 5, 1%, 1, 1.6, -0.55, -10
> CC(=O)NC1CSCC1OC(C)=O (configuration not stated)
 : -17, -0.13, 16, -4, 1%, 0.9, 0.1, -0.0029, -15
> Cc1ccc(-n2ncc3c(=O)n(CC(=O)NCc4ccco4)cnc32)cc1
 : 13, 0.028, 4, -6, 3%, 1, -0.23, -0.2, -18
> COc1ccccc1N1CCN(C(=O)CSc2nc(C)c(Cc3ccccc3)c(=O)[nH]2)CC1
 : 36, 0.18, 22, 1, 5%, 0.8, 0.83, 3, -4
> O=C(Nc1nc2ccccc2[nH]1)c1ccc(F)cc1
 : 6, -0.019, 7, 12, 7%, 1, 0.038, -6.4*, -44
> CCOC(=O)C(C(C)=O)=C1SC2CS(=O)(=O)CC2S1 (configuration not stated)
 : -8, -2.7, 16, 4, 5%, 0.9, -0.031, 1.5, 22
> O=C(Oc1cccc2c(OC(=O)N3CCOCC3)cccc12)N1CCOCC1
 : -13, 0.15, 11, 0, 10%, 1, 0.025, 0.44, -10
> Cc1ccc(C)c(N2CCN(C(=O)c3ccc(NS(=O)(=O)c4c(C)noc4C)cc3)CC2)c1
 : 80*, 2.2*, 16, 8, 2%, 1, 0.09, -0.84, 0
> CCOCCn1c(SCc2cccc(C)c2)nc2c1c(=O)[nH]c(=O)n2C
 : 13, 0.0046, 12, 2, 5%, 1, -0.02, 0.68, -33
> COc1ccc(OC)c(C(c2nnnn2C2CCCC2)N2CCN(c3ccc(F)cc3)CC2)c1 (configuration not stated)
 : 10, 0.056, 26, 12, 6%, 0.9, -0.19, -2.4, -15
> Cc1cc(C)n2nc(S(=O)(=O)N(CC(C)C)CC(C)C)nc2n1
 : -10, -0.76, 26, 0, 2%, 0.9, 0.083, 0.47, -11
> Cn1c(=O)c(=O)n(C)c2cc(S(=O)(=O)N3CCN(Cc4ccccc4)CC3)ccc21
 : -8, 0.0063, 9, -5, 6%, 1.1, 1.3, 0.052, 6
> CC(=O)NC(Cc1c[nH]c2ccccc12)C(=O)OCC(=O)Nc1cc(C)on1 (configuration not stated)
 : -6, -0.11, 13, 10, 4%, 1, -0.9, -0.041, 6
> COc1cc(OC)cc(C(=O)Nc2cccc(C(C)=O)c2)c1
 : 4, -0.6, 0, ·, 4%, 0.8, 0.25, -0.83, 28
> O=C(Nc1ccc(N2CCN(C(=O)c3ccccc3)CC2)c(Cl)c1)c1ccc(Br)o1
 : 19, -0.3, ·, ·, 1%, 0.9, -0.15, -0.83, 18
> CC1CCN(C(=O)Cn2c(=O)n(CCc3ccccc3)c(=O)c3ccccc32)CC1
 : 0, ·, 12, -1, 6%, 1, ·, ·, 4
> COC(=O)Nc1nc2c(C)cccc2s1
 : -5, -0.72, -4, 1, 2%, 0.9, -0.07, -0.98, 14
> COc1ccc2c(c1)C(C)=CC(C)(C)N2C(=O)CNCc1ccc2c(c1)OCO2
 : ·, -0.48, 9, 6, 12%, 0.9, 0.48, 0.62, -28
> CC(C)OP(=O)(c1ccc(N(C)C)cc1)C(O)c1ccccc1F (configuration not stated)
 : 9, 0.26, 17, 0, 2%, 0.9, -1.1, -0.14, 1

D1 mod, entries above that show a hit.
SMILES	M1 antag	NADH enzymes	TNAP act DEA	M1 ag	D1 mod	SF1 activator
O=C(Nc1nc2ccccc2[nH]1)c1ccc(F)cc1	-0.019	7%	1	0.038	-6.4*	-44

A different layout for some results above:
canonical_smiles,Ecoli tolC,M1 antag,HEK293 NFkB inh,Jurkat viability,NADH enzymes,TNAP act DEA,M1 ag,D1 mod,SF1 activator
O=C(Nc1ccc(N2CCN(C(=O)c3ccccc3)CC2)c(Cl)c1)c1ccc(Br)o1,19,-0.3,·,·,1%,0.9,-0.15,-0.83,18
CC1CCN(C(=O)Cn2c(=O)n(CCc3ccccc3)c(=O)c3ccccc32)CC1,0,·,12,-1,6%,1,·,·,4

Returning to the listing; the 2 compounds before the break are reprinted first.
Order of results: Ecoli tolC, M1 antag, HEK293 NFkB inh, Jurkat viability, NADH enzymes, TNAP act DEA, M1 ag, D1 mod, SF1 activator
> COc1ccc2c(c1)C(C)=CC(C)(C)N2C(=O)CNCc1ccc2c(c1)OCO2
 : ·, -0.48, 9, 6, 12%, 0.9, 0.48, 0.62, -28
> CC(C)OP(=O)(c1ccc(N(C)C)cc1)C(O)c1ccccc1F (configuration not stated)
 : 9, 0.26, 17, 0, 2%, 0.9, -1.1, -0.14, 1
> C=CCSc1nnc(-c2ccc(Cl)cc2Cl)o1
 : 11, -0.16, -28, -2, 2%, 0.9, 0.78, -1.4, 20
> Cc1cc(-n2c(C)cc(C(=O)COc3ccc4ccc(=O)oc4c3)c2C)no1
 : 5, -0.25, 7, -4, 6%[fluoresces], 0.9, 6.2*, -1, 4
> CC(C)(C)c1ccc(-c2nnc(SCCC#N)n2C2CCCC2)cc1
 : 61*, 0.15, 22, -1, 2%, 0.8, 0.038, -0.52, -36
> CC1(C)CC(=O)CC(C)(C)N1OC(=O)c1ccccn1
 : -10, 0.3, 5, -5, 2%, 0.9, -0.58, 0.6, -2
> Cc1nnc(Nc2ccc3c(c2)OCO3)c2ccccc12
 : -5, -0.19, 9, 0, 8%, 0.8, -0.031, ·, 23
> COc1nc(N)nc(N2CCOCC2)n1
 : -18, 0.57, 18, -5, 8%, 0.9, -0.41, 1.5, -2
> COC(=O)c1cc(-c2ccc(Br)cc2)on1
 : -11, -0.0079, 7, 4, 5%, 0.9, -1.1, -0.23, 23
> O=C(O)C1CC(=O)N(CCOc2ccccc2)C1 (configuration not stated)
 : -5, 1, 13, 1, 3%, 0.8, -0.0035, ·, -5
> Cc1nc2nc(Cc3ccccc3)[nH]n2c(=O)c1Cl
 : 12, 0.66, 5, -1, 2%, 0.8, 0.85, -0.028, -10
> CN(C)C(=O)COn1c(SCC(=O)N(C)C)nc2ccccc2c1=O
 : 10, -0.015, ·, ·, 4%, 0.9, -0.18, -0.2, 10
> CN(C)CCCNC(CC(=O)Nc1ccc(Cl)cc1)C(=O)O (configuration not stated)
 : -11, 0.52, 13, 1, 4%, 1, -0.3, ·, -14
> COc1ccc(N2C(=O)C(Cl)=C(N3CCN(Cc4ccccc4)CC3)C2=O)cc1
 : -1, 0.57, 9, ·, 7%, 0.9, -0.062, -0.24, 3
> O=C(O)C1CC=C(Cl)CC1C(=O)NCC1OCCc2ccccc21 (configuration not stated)
 : -19, -0.19, -1, 0, 7%, 1, -0.55, ·, -4
> CC(NC(=O)CC1Nc2ccccc2NC1=O)c1ccccc1 (configuration not stated)
 : -14, -0.17, 13, -9, 5%, 1, -0.64, ·, 2
> CN(Cc1nc2ccccc2n1C)S(=O)(=O)c1ccc(Cl)cc1
 : 0, -0.29, 12, 3, 6%, 1, 1.3, ·, 5
> CCC1(C)Cc2c(C#N)c(N)sc(=S)c2CO1 (configuration not stated)
 : -3, -0.0046, ·, ·, 8%, 0.8, -0.32, 20*, -5
> Cc1cccc(N(C)S(=O)(=O)c2cccc3nsnc23)c1
 : 9, -0.064, 19, ·, 3%, 0.9, 1, -1.5, 8
> Cc1ccc(CN2C(=O)CCC2C(=O)NCCN(CC(C)C)CC(C)C)cc1 (configuration not stated)
 : -1, 0.18, 12, -5, 6%, 1.1, 0.46, -0.5, -6
> COc1ccc(NC(=O)COc2ccccc2)c(OC)c1
 : -1, 1.3, 10, 1, 2%, 0.9, 0.0093, -0.11, -8
> CCOC(=O)c1cc2sccc2n1CC(=O)N1CCCc2ccccc21
 : 100*, -0.66, 12, -2, 5%, 0.8, 2.2, 3.2, -24

Structural class: those above containing a furan ring, fused or not.
Order of results: Ecoli tolC, M1 antag, HEK293 NFkB inh, Jurkat viability, NADH enzymes, TNAP act DEA, M1 ag, D1 mod, SF1 activator
> Cc1ccc(-n2ncc3c(=O)n(CC(=O)NCc4ccco4)cnc32)cc1
 : 13, 0.028, 4, -6, 3%, 1, -0.23, -0.2, -18
> O=C(Nc1ccc(N2CCN(C(=O)c3ccccc3)CC2)c(Cl)c1)c1ccc(Br)o1
 : 19, -0.3, ·, ·, 1%, 0.9, -0.15, -0.83, 18

Continued.
Order of results: Ecoli tolC, M1 antag, HEK293 NFkB inh, Jurkat viability, NADH enzymes, TNAP act DEA, M1 ag, D1 mod, SF1 activator
> COc1ccc(S(=O)(=O)N2CCN(c3nc4ccccc4nc3-n3nc(C)cc3C)CC2)cc1
 : 5, -1, 8, 2, 7%, 0.9, 0.22, -1.1, -11
> O=C(N1CCN(CCO)CC1)N1c2ccccc2C=Cc2ccccc21
 : 2, -3.2*, 3, -3, 2%, 0.9, 0.0064, -0.56, 8
> Cn1cccc1C1NC(=O)c2c(sc3c2CCC(C(C)(C)C)C3)N1 (configuration not stated)
 : 5, 0.64, 13, 14, 6%, 0.9, -3.1, 3*, 5
> CC(C)(C)SCCNC(=O)c1ccc(NS(C)(=O)=O)cc1
 : -16, -0.45, -6, -4, 5%, 1, 2.1, 0.77, 23
> CCC(C)OC(=O)C1=C(C)NC(=O)NC1c1ccc(F)cc1 (configuration not stated)
 : 6, -0.35, 1, 1, 1%, 1.1, 0.9, -0.9, 1
> O=C(O)c1ccc(COc2ccc(CO)cc2Cl)cc1
 : 8, -0.82, -8, 4, 8%, 0.9, 0.78, -0.079, 37
> CC1CCCN(C(=O)CSc2nnc(-c3c[nH]c4ccccc34)o2)C1 (configuration not stated)
 : 16, -0.22, 16, 8, 10%, 1, 0.11, -0.49, 0
> O=C(Nc1ccc(OC(F)(F)F)cc1)C1CCCN(S(=O)(=O)c2cccnc2)C1 (configuration not stated)
 : 31, 0.22, 11, 0, 6%, 0.9, 1.2, 1.9, 3
> CCCOc1ccccc1-c1nc(SCCC(=O)O)n[nH]1
 : -15, -0.47, 14, -2, 8%, 0.9, 0.043, 0.067, 5
> NC(=O)C1(N2CCCCC2)CCN(Cc2nc3ccccc3c(=O)[nH]2)CC1
 : -17, 0.031, 4, 6, 4%, 0.9, 0.43, 1.1, 22
> COc1cc2cc(CN(CCCO)S(=O)(=O)c3ccccc3)c(=O)[nH]c2cc1OC
 : 2, -0.54, 17, 1, 3%[fluoresces], 1, 0.0065, -0.057, 7
> CC(O)COc1ccc(/C(=N/O)c2ccccc2)cc1 (configuration not stated)
 : 6, 0.58, 8, 1, 22%, 1, -0.24, ·, 41
